SMN2 splice enh = qHTS Assay for Enhancers of SMN2 Splice Variant Expression | HEK293 SMN2-luciferase splicing reporter, luminescence, 30-36 h | Potency, µM (top dose mostly 46.1 µM), for inactives: at the highest dose activity change, positive = activation, usual class: activators | actives 2.8% (n = 210,000); also: % of control where 0% means no effect; nearly all actives have a fitted effect of over 55% in size
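HEK293 cells carry an SMN2 […]–luciferase reporter in which exon 7 inclusion puts luciferase in frame. Cells were plated 10-12 h before compound addition, then incubated 30-36 h at 37C. ONE-Glo luminescence was read; sodium butyrate at 4.5 mM final served as control.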
JMJD2E inh = qHTS Assay for Inhibitors of Human Jumonji Domain Containing 2E (JMJD2E); Potency, µM (series often up to 57.1 µM), inactives show at the highest dose activity change, negative = inhibition, usual class: inhibitors; JMJD2E catalytic domain, FDH-coupled NADH fluorescence (FDH is formaldehyde dehydrogenase); actives 1.6% (n = 230,000); active = well fitted inhibition curve with a large enough effect, not every such curve was filed as active; inconclusive = small, poorly fitted or top-dose-only effect, or another doubt; inactive = no such curve, though single readings can be large or run the other way;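 also: 0% = wells with enzyme and -100% = buffer wells without enzyme; nearly all actives have a fitted effect of over 50% in size; many of its hits are not listed in these tables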
Epigenetic derep = Quantitative High-Throughput Screen for Regulators of Epigenetic Control; murine LDR cells, GFP reporter derepression, 30 h; Potency, µM (highest dose often 53.9 µM), inactives show at the highest dose GFP activation, most hits filed as activators; actives 0.2% (n = 280,000); AID 1865, 2009; also: % of control where 0% means no effect; nearly all actives have a fitted effect of over 60% in size
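GFP-positive cell count by laser-scanning cytometry (objects 20–120 um) after 30 h, 37 C compound exposure of murine LDR cells; reporter is CMV-GFP integrated at a silenced locus, inducible by HDAC or DNMT inhibitors.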
GoLoco inh red = qHTS Assay for Inhibitors of RGS12 GoLoco Motif Activity (Red Fluorophore) | Guanine nucleotide-binding protein G(i) subunit alpha-1 (Homo sapiens), P63096 | Gai1:RGS12 GoLoco peptide FP, rhodamine, 10 min | Potency, µM (top dose mostly 61.6 µM), for inactives: at the top dose activity, negative = inhibition, actives largely listed as inhibitors | actives 0.44% (n = 230,000); active = well fitted inhibition curve with a large enough effect, not every such curve was filed as active; inactive = no such curve, though single readings can be large or run the other way; also: % is scaled to controls: 0 for no effect and ±100 for the full control effect; nearly all actives have a fitted effect of over 30% in size; many of its hits are not listed in these tables
Luc counter = Counterscreen for Luciferase (Kinase-Glo TM) Inhibition | Kinase-Glo luciferase, ATP luminescence, 8 min | Potency, µM (highest dose often 38.3 µM), for the others: at the top dose activity change, negative = inhibition, hits mostly inhibitors | actives 0.28% (n = 200,000); also: % is scaled to controls: 0 for no effect and ±100 for the full control effect; nearly all actives have a fitted effect of over 60% in size
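Compounds were added to a substrate mix at pH 7.2 (50 mM imidazole, 10 uM ATP, within the enzyme's linear range), followed by Kinase-Glo detection reagent; luminescence was measured after 8 minutes at ambient temperature.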
RECQ1 inh = qHTS Assay for Inhibitors of RecQ-Like Dna Helicase 1 (RECQ1); ATP-dependent DNA helicase Q1 (Homo sapiens), P46063; RECQ1 DNA unwinding, red fluorescence kinetic read; Potency, µM (series often up to 57.3 µM), without a hit: at the top dose activity, negative = inhibition, usual class: inhibitors; actives 0.54% (n = 240,000); AID 2549, 2010;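 also: plate controls were vehicle for no effect and no enzyme for full effect; nearly all actives have a fitted effect of over 30% in size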
Target sequence (P46063 whole entry, looked up): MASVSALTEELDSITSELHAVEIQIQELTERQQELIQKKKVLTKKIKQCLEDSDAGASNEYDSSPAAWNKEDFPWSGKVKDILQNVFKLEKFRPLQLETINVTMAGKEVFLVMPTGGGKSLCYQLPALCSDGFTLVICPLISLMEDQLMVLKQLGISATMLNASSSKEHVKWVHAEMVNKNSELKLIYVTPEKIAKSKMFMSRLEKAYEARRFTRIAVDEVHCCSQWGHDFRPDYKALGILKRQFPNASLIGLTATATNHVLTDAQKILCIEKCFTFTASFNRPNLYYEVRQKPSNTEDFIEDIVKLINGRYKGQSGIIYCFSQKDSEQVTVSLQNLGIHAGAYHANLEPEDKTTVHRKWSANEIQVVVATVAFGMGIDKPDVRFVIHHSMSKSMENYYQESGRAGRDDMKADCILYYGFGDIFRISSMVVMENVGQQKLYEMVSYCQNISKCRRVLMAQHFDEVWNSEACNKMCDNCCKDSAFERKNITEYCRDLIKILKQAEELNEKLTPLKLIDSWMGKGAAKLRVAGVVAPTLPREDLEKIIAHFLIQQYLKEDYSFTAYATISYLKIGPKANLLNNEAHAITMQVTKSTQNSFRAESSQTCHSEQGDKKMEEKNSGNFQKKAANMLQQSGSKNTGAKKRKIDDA
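50 nM RECQ1T1 preincubated 15 min with compound in Tris pH 8.0 buffer with MgCl2, DTT, Tween-20 and 2.5 ug/ml poly(dI-dC); started with 200 nM TAMRA/BHQ-2 forked duplex and 2 mM ATP. Unwinding read as fluorescence (525/598 nm), two reads 2 h apart.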
IMPase Li cell = qHTS Assay for Identifying the Cell-Membrane Permeable IMPase Inhibitors: Potentiation with Lithium | CHO-M1 cells, IP1 TR-FRET (IP-One), carbachol + lithium | Potency, µM (series often up to 59.4 µM), inactives show at the highest dose activity, negative = IMPase inhibition, most hits filed as inhibitors | actives 0.35% (n = 210,000) | AID 1457, 2008;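 also: IP1 builds up when IMPase is blocked and the TR-FRET signal falls; plate controls were basal vehicle for no effect and high inhibitor control for full effect; nearly all actives have a fitted effect of over 50% in size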
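Test compounds were applied to CHO-M1 cells previously cultured for 16–30 h at 2000 per well. A small lithium amount accompanied them; after 30 min at 37C, IP1 was quantified by TR-FRET.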
NPSR antagonist = qHTS Assay for Antagonists of the Neuropeptide S Receptor: cAMP Signal Transduction | Q6W5P4 | CHO-NPSR cells, cAMP TR-FRET, antagonist mode | Potency, µM (doses to about 38.3 µM), for the others: at the highest dose activity change, negative = inhibition, most hits filed as inhibitors | actives 1% (n = 220,000) | AID 1461, 2008; also: % is scaled to controls: 0 for no effect and ±100 for the full control effect; nearly all actives have a fitted effect of over 50% in size; many of its hits are not listed in these tables
Target sequence (Q6W5P4 whole entry, looked up): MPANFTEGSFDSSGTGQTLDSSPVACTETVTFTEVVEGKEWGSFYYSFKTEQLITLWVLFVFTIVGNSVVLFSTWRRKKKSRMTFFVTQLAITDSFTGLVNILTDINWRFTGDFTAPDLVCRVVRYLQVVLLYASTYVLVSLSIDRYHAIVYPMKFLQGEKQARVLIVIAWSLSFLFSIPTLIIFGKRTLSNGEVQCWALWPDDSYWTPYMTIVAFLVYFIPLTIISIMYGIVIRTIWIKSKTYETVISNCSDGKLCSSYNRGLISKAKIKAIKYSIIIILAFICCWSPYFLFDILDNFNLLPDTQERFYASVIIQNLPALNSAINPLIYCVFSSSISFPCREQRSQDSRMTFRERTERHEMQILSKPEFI
Numbers without * were called inactive; i = inactive; ? = inconclusive; . = not tested or not shown; & = joins results of further samples; [ ] = dose if it differs, or a comment. Unless noted, calls follow the shape of the dose curve; as a rule, active = well fitted curve in the direction sought with a large enough effect; inconclusive = small, poorly fitted or top-dose-only effect, or another doubt; inactive = no such curve, though single readings can be large; an effect the other way counts as inactive or inconclusive. Potency is read from the fitted curve at half-maximal effect. Not all compounds are listed. The share of hits here may be higher or lower than overall.

SMILES | SMN2 splice enh | JMJD2E inh | Epigenetic derep | GoLoco inh red | Luc counter | RECQ1 inh | IMPase Li cell | NPSR antagonist
CCOC(=O)c1[nH]c2ccc(OC)cc2c1NC(=O)C(C)N1CCSCC1 (stereo unspecified) | 6% | ? | -7.3% | -8% | 1% | -7% | -22%[38.3 µM] | -10%[46.1 µM]
CCCCNC(=O)N1c2ccccc2CC1C (stereo unspecified) | 14% | -1% | 1.1% | 2% | -2% | 15% | 6% | 6%
CCCOc1ccccc1NC(=O)/C=C/C(N)=O | 12% | -1% | 0.7% | -5% | 15% | -7% | 9%[38.3 µM] | -7%[46.1 µM]
Cn1c(SCC(=O)Nc2cccc(Br)c2)nnc1-c1cc2ccccc2o1 | 14% | 8% | 0.0% | 5% | -3% | i | ? | ?
Cc1nc2ccc(NC(=O)c3cccs3)cc2c(=O)n1Cc1ccc(Cl)cc1 | -102%[inhibitor] | ? | -6.1% | 14% | 1% | -6% | 23% | -25%[46.1 µM]
CCOC(=O)Cn1c(=NC(=O)C2COc3ccccc3O2)sc2cc(S(N)(=O)=O)ccc21 (stereo unspecified) | -6% | -16% | 7.5% | -1% | -1% | -10% | 7% | -2%
Cc1cc(C)cc(Oc2ccccc2C=O)c1 | 5% | 3% | 1.8% | 1% | 2% | -9% | 9% | ?
Cc1ccc2c(c1)C(CCN)C(=O)N2Cc1ccccc1 (stereo unspecified) | 2% | 17% | -2.5% | 7% | 3% | 1% | 2%[38.3 µM] | 2%[46.1 µM]
CS(=O)(=O)c1ccc(C(=O)Nc2ccc(N3CCCC3)cc2)c(Cl)c1 | -6% | -1% | -5.3% | 3% | -2% | -2% | 22% | -19%
O=C1CCCC2=C1C(c1ccco1)Nc1ccc(C(=O)c3ccccc3)cc1N2 (stereo unspecified) | -12% | -24% | 0.3% | 4% | 9% | i | -19%[38.3 µM] | -28%[46.1 µM]
Cc1nc(NC2CCCCC2)c2nc(-c3ccccc3)n(CCCN(C)C)c2n1 | -24% | ? | 2.9% | -11% | 0% | i | -10% | .
Cc1noc(C)c1C(=O)N1CCC[C@@]2(CCN(C(=O)Nc3ccccc3)C2)C1 | -13% | . | . | -4% | -6% | -2% | 0% | .
Cc1ccc(Nc2c(-c3ccccc3)nc3cnccn23)cc1 | 7% | ? | 0.0% | -3% | 2% | i | -3% | -34%
Cn1c(=O)c2c(nc(NCCCO)n2Cc2cccc(Br)c2)n(C)c1=O | -30%[inhibitor] | 2% | 0.9% | 6% | -1% | -1% | 9%[38.3 µM] | -8%[46.1 µM]
CC1(C)Cc2c(sc3nc(SCC(=O)O)[nH]c(=O)c23)CO1 | 5% | ? | 5.5% | -6% | -2% | -3% | -10%[38.3 µM] | 10%[7.67 µM]
O=P(O)(O)OC1[C@H](O)[C@H](OP(=O)(O)O)C(OP(=O)(O)O)[C@H](OP(=O)(O)O)[C@H]1O (stereo partly specified) | . | . | -0.8%[1.91 µM] | 10%[0.551 µM] | 4%[39.9 µM] | -8%[2.31 µM] | 7% | .
Cc1cccc(-c2cnn(-c3cccc([N+](=O)[O-])c3)c2N)c1 | ? | 11% | 4.3% | 0% | -6% | -9% | 19% | -12%
COc1ccc(NC(=O)CCCSc2ccccc2)cc1 | 3% | -6% | -8.7% | 10% | 0% | 9% | 4% | 0%
Cc1ccccc1OCC(=O)Nc1ccc(Cc2ccncc2)cc1 | -3%[1.84 µM] | 10% | 0.0% | -11% | 0% | -14% | 14% | -22%
Nc1ccc(C(=O)N/N=C/c2ccccc2)cc1 | ? | 3% | 1.9% | 2% | -11% | -2% | -9%[38.3 µM] | -7%[46.1 µM]
COc1ccc(CCNC(=O)COc2ncnc3cc([N+](=O)[O-])ccc23)cc1 | . | 4% | 0.0% | . | . | 1% | . | 19%[46.1 µM]
CC1=NOC(=O)/C1=C/c1ccc2c(c1)OCO2 | 13% | ? | -1.5% | -7% | -2% | -1% | 2% | 3%
O=C(O)c1ccc(CNCc2c(Cl)cccc2Cl)cc1 | -5% | -2% | 0.0% | 14% | -3% | -11% | 12%[38.3 µM] | -2%[46.1 µM]
Cc1cc2c(cc1C)C(c1cccc([N+](=O)[O-])c1)CC(=O)N2 (stereo unspecified) | -21% | -1% | 2.6% | -2% | -1% | -5% | 5% | -18%
O=C(O)CCCCCNC(=O)c1ccc(Br)cc1 | 6% | -11% | -1.3% | 11% | -3% | 0% | -3%[38.3 µM] | -2%[46.1 µM]
Additional compounds follow.
SMILES | SMN2 splice enh | JMJD2E inh | Epigenetic derep | GoLoco inh red | Luc counter | RECQ1 inh | IMPase Li cell | NPSR antagonist
Cc1ccc(S(=O)(=O)NCc2nc3ccccc3c(=O)n2N)cc1 | -21% | -10% | 2.2% | -5% | 5% | -16% | 14%[38.3 µM] | -6%[46.1 µM]
COc1cccc2cc(C(=O)N3CCN(c4ccccn4)CC3)c(=O)oc12 | -12% | -6% | -3.9% | -28% | -4% | -4% | 45%[activator][38.3 µM] | -19%[46.1 µM]
COc1ccc2nc(NC(=O)/C=C/c3ccc4c(c3)OCO4)sc2c1 | -22% | -13% | 0.0% | 1% | 3% | -4% | -2% | 24%
Cc1ccc(C)c(S(=O)(=O)NCCOc2nc(NC(C)C)nc(NC(C)C)n2)c1 | -5% | 11% | 0.8% | 4% | 3% | -5% | 25%[38.3 µM] | -27%[46.1 µM]
Nc1nonc1C(=O)N/N=C/c1ccc(-c2cccc(C(=O)O)c2)o1 | 19% | ? | -0.5% | 4% | 3% | -2% | 8% | -14%
O=c1[nH]oc2cc(Cl)ccc12 | . | -2% | 5.1% | 7% | . | 1% | . | -5%
CC(=O)c1cnc(Nc2nc(C)c3cc(C)c(C)cc3n2)nc1C | 0% | -4% | -2.2% | -1% | 0% | -9% | 6% | -2%[46.1 µM]
CCN(CC)CC(O)c1cccn1-c1ccc(CNC(=O)NC(C)C)cc1 (stereo unspecified) | . | 2% | -1.2% | -1% | . | -10% | 4% | -35%
Cc1ccccc1OCC(O)CN1CCCCC1 (stereo unspecified) | . | -3% | -1.1% | -18% | 1% | -10% | 12% | -10%
CCOC(=O)c1cc(C)n(CCc2ccccc2)c1C | 38% | 1% | -1.1% | 0% | 2% | -7% | 5%[38.3 µM] | -20%[46.1 µM]
COc1ccc(CCNC(=O)C(C)Sc2ccccc2)cc1OC (stereo unspecified) | 6% | 4% | -1.3% | -5% | -4% | -1% | -4%[38.3 µM] | -16%[46.1 µM]
CCCN1CCN(CCCNC(=S)Nc2ccc(F)cc2)CC1 | 2% | -2% | -2.0% | 16% | 4% | i | 6% | 10%
Cc1cc(C)cc(NC(=S)N(Cc2ccc(Br)cc2)Cc2ccc(C(=O)O)cc2)c1 | . | -5% | -0.4% | 4% | . | -2% | 14% | -51%
COc1ccc(C)cc1NC(=O)C(=O)NCc1ccncc1 | . | 0% | -0.1% | . | . | -10% | . | -10%[46.1 µM]
Cc1cc2oc(C(=O)NCc3ccc4c(c3)OCO4)c(C)c2cc1C | -20% | -1% | 5.5% | -2% | -1% | 1% | 39%[activator][38.3 µM] | -17%[46.1 µM]
COc1ccc(Nc2nc(Cl)nc(NCc3ccco3)n2)c(OC)c1 | -9% | -6% | -1.0% | 12% | -2% | 1% | 5%[38.3 µM] | -14%[46.1 µM]
CS(=O)(=O)N1CCN(C(=O)CCC2CCCC2)CC1 | -4% | 4% | -2.8% | -4% | 1% | 3% | 5%[38.3 µM] | -15%[46.1 µM]
Cc1ccccc1CC1S/C(=N/N=C/c2ccco2)NC1=O (stereo unspecified) | . | ? | 13% | -2% | . | -14% | . | -8%
Fc1ccc(Cn2cc(C(=S)N3CCOCC3)c3ccccc32)cc1 | . | 1% | 0.0% | 9% | . | -9% | . | -38%
Cc1ccc(NC(=O)N(CCC#N)Cc2ccccc2)cc1 | . | 2% | -1.4% | 0% | . | -6% | . | 3%[7.67 µM]
Cc1[nH]c2ccccc2c1C(=O)CSc1nccc(=O)[nH]1 | . | 0% | -3.6% | 8% | . | -9% | . | 7%
COc1ccc(C(=O)Oc2cc3c4c(c2)C(C)=CC(C)(C)N4C(=O)C3=O)cc1OC | 2% | -10% | 2.0% | -11% | -1% | -12% | 5% | 19%
O=C(NCC1CCCN(C(=O)NCc2ccccc2)C1)c1ccc2c(c1)OCO2 (stereo unspecified) | . | -17% | 1.1% | -1% | -1% | -5% | 6% | 5%
Cc1sc2ncnc(OCC(=O)NC(C)C)c2c1C | -13% | -1% | -0.9% | 5% | 4% | i | -6%[38.3 µM] | -1%[46.1 µM]
Fc1ccc(NC(=S)NCCc2ccccn2)cc1 | 23% | -10% | 6.8% | 14% | 0% | i | -3% | 16%
Next part
SMILES | SMN2 splice enh | JMJD2E inh | Epigenetic derep | GoLoco inh red | Luc counter | RECQ1 inh | IMPase Li cell | NPSR antagonist
O=C(C1CCCCC1)N1CCN(S(=O)(=O)c2ccc(Cl)cc2)CC1 | -25% | -1% | -0.9% | -10% | -1% | -8% | -17%[38.3 µM] | ?
COc1cc(N)c(Cl)cc1C(=O)OCCN1CCCCC1 | -24% | 3% | -1.2% | 12% | -2% | -5%&0% | 18% | -10%[46.1 µM]
CCCCC/C=C\C[C@@H](O)/C=C/C=C\C/C=C\CCCC(=O)O | -6%&7% | -4% | 0.8%&0.0% | -14%&-2% | -1% | 3% | -3%&-9% | .
O=c1[nH]c(NCCCO)nc2c1C1(CCCC1)Cc1ccccc1-2 | 17% | ? | 0.0% | 11% | 3% | i | 5%[38.3 µM] | 29%[46.1 µM]
CC1(C)Cc2c(c(N3CCOCC3)nc3snc(N)c23)CO1 | ? | ? | 0.7% | -6% | -2% | i | 9%[38.3 µM] | -9%[46.1 µM]
Cc1cc(C)nc(SCCn2c(N(C)Cc3ccccc3)nc3c2c(=O)n(C)c(=O)n3C)n1 | -17% | 0% | 9.0% | 3% | -3% | -8% | -2%[38.3 µM] | -22%[46.1 µM]

Compound activity: PubChem BioAssay, National Center for Advancing Translational Sciences (NCATS)
